Source: PubChem (National Center for Advancing Translational Sciences (NCATS))
Apoferritin bind: binds horse apoferritin like a general anesthetic | apoferritin/1-aminoanthracene competitive binding, fluorescence | Potency, µM (top dose mostly 77.5 µM), without a hit: at the top dose activity change, negative = displacement, hits mostly inhibitors | actives 0.074% (n = 350,000); further: potency means the concentration at half of the fitted maximal effect; on the % scale 0 is the no-effect control and ±100 the full control effect; nearly all actives have a fitted effect of over 20% in size
Target sequence (P02791 2-175 limits assumed): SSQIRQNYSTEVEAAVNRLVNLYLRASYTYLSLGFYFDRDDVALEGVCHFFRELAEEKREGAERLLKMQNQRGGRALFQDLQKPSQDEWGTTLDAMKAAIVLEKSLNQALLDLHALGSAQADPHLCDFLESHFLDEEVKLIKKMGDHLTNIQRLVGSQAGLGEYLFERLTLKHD
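In PBS, apoferritin at 10 uM is loaded with 1-AMA from a 50% saturated solution. After 10 min of compound exposure at ambient temperature, reduced 535 nm fluorescence indicates probe displacement.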
D1 agonist: human D1 receptor agonism | activation, % at 2 µM | HEK293 T-REx D1 cells, calcium flux, agonist mode | actives 1% (n = 360,000) | P21728 | AID 504660; in the data active means activation above about 30%; further: 0% is about no effect
Target sequence (P21728 whole entry, looked up): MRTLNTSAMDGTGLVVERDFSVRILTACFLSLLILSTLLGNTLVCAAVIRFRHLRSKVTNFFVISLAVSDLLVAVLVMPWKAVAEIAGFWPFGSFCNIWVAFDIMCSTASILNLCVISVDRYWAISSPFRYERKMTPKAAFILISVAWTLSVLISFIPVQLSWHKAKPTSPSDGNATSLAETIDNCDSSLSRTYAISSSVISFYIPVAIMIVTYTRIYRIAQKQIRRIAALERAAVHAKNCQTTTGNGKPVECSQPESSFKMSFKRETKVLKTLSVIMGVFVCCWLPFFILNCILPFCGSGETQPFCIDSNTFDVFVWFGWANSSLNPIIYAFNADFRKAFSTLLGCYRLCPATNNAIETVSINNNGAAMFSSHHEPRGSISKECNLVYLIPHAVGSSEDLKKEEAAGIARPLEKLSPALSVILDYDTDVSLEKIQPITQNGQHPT
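Tetracycline-induced HEK293 TREx D1 cells, force-coupled to calcium signalling, were dye-loaded with a no-wash calcium kit. Compound was pin-added after a 10 s baseline. Fluorescence was read kinetically at 1 cycle/s for 180 s, with calcium rises flagged as agonism.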
TRHR ag: activates the human TRH receptor. P34981. TRHR cells, calcium flux fluo-8, FDSS agonist mode. activation, % at 2 µM. actives 0.18% (n = 360,000); in the data active means activation above about 30%; further: 0% is about no effect
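Read-out: compound-evoked intracellular calcium rise in TRHR cells, fluo-8 dye, kinetic FDSS fluorescence at 1 s/cycle following a 10-cycle baseline. Cells cultured overnight before dye loading (30 min–1.5 h, RT).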
D1 PAM: human D1 dopamine receptor positive modulation; HEK293 TREx D1 cells, calcium flux, dopamine EC20 potentiation; potentiation, % at 10 µM; actives 0.036% (n = 360,000); in the data active means potentiation above about 30%; further: 0% is about no effect
RXFP1 ag: agonists of human relaxin receptor RXFP1. AID 2676. Potency, µM (highest dose often 57.5 µM), without a hit: top-dose activation, usual class: activators. actives 0.3% (n = 370,000). HEK293T-RXFP1 cAMP TR-FRET, 30 min; response scale: percent of porcine relaxin response, buffer zero; further: potency means the concentration at half of the fitted maximal effect; on the % scale 0 is the no-effect control and ±100 the full control effect; nearly all actives have a fitted effect of over 60% in size; many of its hits are not listed in these tables
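HEK293 cells stably expressing RXFP1, treated 30 min at 37C with compounds plus PDE4 inhibitor Ro 20174; cAMP measured by HTRF TR-FRET. Normalized to buffer and 29 nM porcine relaxin; EC50 by Hill fit.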
D1 antag: blocks dopamine activation of the human D1 receptor; P21728; HEK293 TREx D1 cells, calcium flux, dopamine EC80; hits give low values; activity change, negative = inhibition, % at 10 µM; actives 3.2% (n = 360,000); in the data active means activity change below about -30%; further: on the % scale 0 is the no-effect control and ±100 the full control effect
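Inducible Hek293 Trex D1 cells (tetracycline, overnight, 30 C). Calcium dye 30–90 min RT. Antagonist mode: EC80 dopamine added after 180 s compound read.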
D2 PAM: positive allosteric modulators of human D2 dopamine receptor. actives 0.34% (n = 340,000). P14416. potentiation, % at 10 µM. HEK293 T-REx D2, calcium flux, EC20 dopamine potentiation;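 active means potentiation over 3 SD above the plate norm, cut at about 30% in these data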; further: 0% is about no effect
Target sequence (P14416 whole entry, looked up): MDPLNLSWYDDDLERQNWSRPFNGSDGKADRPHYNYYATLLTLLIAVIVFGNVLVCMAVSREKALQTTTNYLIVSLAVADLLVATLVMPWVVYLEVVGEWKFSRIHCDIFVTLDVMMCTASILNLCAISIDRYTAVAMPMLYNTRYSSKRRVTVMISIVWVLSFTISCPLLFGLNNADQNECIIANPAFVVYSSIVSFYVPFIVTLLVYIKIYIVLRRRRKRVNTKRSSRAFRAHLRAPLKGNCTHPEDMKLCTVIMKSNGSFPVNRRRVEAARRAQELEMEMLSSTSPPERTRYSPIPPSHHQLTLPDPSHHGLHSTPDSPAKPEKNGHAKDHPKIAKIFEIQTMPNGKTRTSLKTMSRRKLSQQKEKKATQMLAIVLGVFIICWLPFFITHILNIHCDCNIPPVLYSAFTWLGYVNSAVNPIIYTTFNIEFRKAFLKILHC
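Primary screen. Calcium kinetics in induced HEK293 T-REx D2 cells: compound pre-addition 180 s, EC20 dopamine, 180 s more.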
RXFP1 antagonist: RXFP1 (human) relaxin receptor antagonism; actives 0.59% (n = 350,000); Q9HBX9; HEK293-RXFP1, relaxin-stimulated cAMP HTRF, 30 min; hits give low values; activity change, negative = inhibition, % at 57.5 µM;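 active means activity change of -60% or lower, but not beyond a set lower limit; inconclusive means change between -60% and -40%, or beyond the set limit; inactive means change above -40%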; further: on the % scale 0 is the no-effect control and ±100 the full control effect
TRHR enhancer: allosteric enhancers of human TRH receptor; TRHR cells, fluo-8 calcium fluorescence, EC20 TRH enhancement; actives 0.66% (n = 360,000); P34981; AID 493056; enhancement, % at 2 µM; in the data active means enhancement above about 30%; further: 0% is about no effect
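TRHR-expressing cells loaded with fluo-8 calcium dye were read kinetically (ex 480/em 530) during compound addition, then stimulated with an EC20 of TRH (10 nM final). Enhancement of the Gq-mediated intracellular calcium response was scored.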
Active calls of the source: *; u = inconclusive; x = not tested or not shown; [ ] = another dose, or the depositor's remark. Unless noted, the call rests on the fitted dose curve; in most records, active means well fitted curve in the direction sought with a large enough effect; inconclusive means small, poorly fitted or top-dose-only effect, or another doubt; inactive means no such curve, though single readings can be large; an effect the other way counts as inactive or inconclusive.

SMILES	Apoferritin bind	D1 agonist	TRHR ag	D1 PAM	RXFP1 ag	D1 antag	D2 PAM	RXFP1 antagonist	TRHR enhancer
CSc1cccc(NC(=O)c2cnn3ccccc23)c1	1.8%	-0.4	0.1	-6.0	-0.2%	-4.4	0.9	2.1	-0.7
Cc1ccccc1NC(=O)CSc1n[nH]c(-c2ccccn2)n1	-6.9%	3.1	-0.3	5.5	0.8%	0.9	3.2	-4.2	34.8*
CCOC(=O)N1CCN(C(=O)c2ccc3c(c2)N=C(CC)c2cc(C)ccc2S3)CC1	-21.3%	16.3	-0.8	-2.2	0.5%	0.5	3.1	-30.2	4.7
COCCNC(=O)C(C(=O)c1ccc(F)cc1)n1cc(C)ccc1=O (stereo unspecified)	-6.6%	1.1	0.1	0.3	2.7%	-3.2	1.7	1.0	-1.7
COc1cccc(CC(=O)N2CCC(CCC(=O)Nc3cccc(OC)c3)CC2)c1	-4.5%	1.0	-0.8	-0.4	-1.1%	-2.1	-2.4	-7.7	-2.0
CCC(=O)N1CCc2cc(S(=O)(=O)NCCC(=O)NCc3ccc(F)cc3)ccc21	-6.6%	-0.4	-0.5	-2.2	0.9%	-19.6	-6.7	5.9	-5.8
CCOC(=O)N1CCN(C(=O)c2ccc(Cl)c(NC(=O)c3cccs3)c2)CC1	x	-0.7	-0.9	2.5	0.3%	-11.6	3.4	-4.8	-0.6
COc1ccc(C(=O)NCCn2cc(SCC(=O)NCCc3ccc(OC)c(OC)c3)c3ccccc32)cc1	73.3%[activator]	0.4	-1.9	-0.5	-0.5%	2.9	3.2	x	-4.5
Cc1cccc(OCC(O)CN2CCN(c3ccccn3)CC2)c1C (stereo unspecified)	1.9%	7.1	0.0	-8.5	0.9%	-25.6	-21.2	-0.8	4.8
Clc1ccc(-c2nnc(-c3cccc4ccccc34)o2)cc1Cl	-3.9%	4.3	0.6	-9.7	-1.6%	-0.4	-4.1	-5.1	-4.1
COc1ccc(N2CCN(C(=O)COC(=O)c3ccc(Cl)nc3)CC2)cc1	x	3.3	-3.1	-8.1	0.4%	6.7	-4.8	3.2	-1.4
COc1ccc(C2=NN(S(C)(=O)=O)C(c3ccc4nccnc4c3)C2)cc1 (stereo unspecified)	-9.8%	1.1	0.1	-5.8	-0.1%	-19.4	6.2	0.8	0.8
CCc1csc(CCNC(=O)C2CCC(=O)N(CCc3cccc(F)c3)C2)n1 (stereo unspecified)	-7.9%	1.0	-0.2	-3.7	3.2%	-3.3	-0.8	-19.4	4.0
CCCSc1nnc(CNS(=O)(=O)c2ccc(C)cc2)n1C	-2.4%	-0.4	0.2	-2.5	0.0%	-7.4	-5.7	-6.9	2.9
NS(=O)(=O)c1ccc(NC(=O)CCC(=O)c2cccs2)cc1	2.0%	1.1	-0.2	-2.5	0.4%	7.1	20.7	6.7	-6.7

Continued; the last 2 above are carried over.
SMILES	Apoferritin bind	D1 agonist	TRHR ag	D1 PAM	RXFP1 ag	D1 antag	D2 PAM	RXFP1 antagonist	TRHR enhancer
CCCSc1nnc(CNS(=O)(=O)c2ccc(C)cc2)n1C	-2.4%	-0.4	0.2	-2.5	0.0%	-7.4	-5.7	-6.9	2.9
NS(=O)(=O)c1ccc(NC(=O)CCC(=O)c2cccs2)cc1	2.0%	1.1	-0.2	-2.5	0.4%	7.1	20.7	6.7	-6.7
COc1ccc(C(=O)N(NC(=O)Oc2ccccc2)C(C)(C)C)cc1	-2.0%	-0.8	0.1	-3.3	2.6%	10.8	-2.3	-4.3	-1.5
Cc1cc2c(s1)c1cnn(Cc3ccc(F)cc3)c(=O)c1n2C	x	0.0	0.4	-4.0	x	2.9	x	x	2.2
CCCCCCOc1ccc(C(=O)O)cc1	4.7%	5.1	-0.5	8.7	-4.7%	0.0	-2.5	-3.0	2.3
Cc1cc(C(=O)Nc2cccc(C)c2C)c2ccccc2n1	-3.9%	3.2	-0.1	-2.3	0.9%	42.4	4.6	5.4	0.6
CCOCCCn1c(C)nc2c(c1=O)c1nc3ccccc3nc1n2-c1ccc2c(c1)OCCO2	-8.9%	-0.9	1.1	-0.2	22.2%	-4.9	0.6	-3.6	1.0
COC(=O)NCC(c1cccnc1)N1CCN(c2ccccc2F)CC1 (stereo unspecified)	1.0%	2.0	-0.7	-6.7	1.3%	-5.5	8.4	1.9	10.9
CC(C)c1ccc(C2NC(=S)NC3=C2C(=O)CC(C)(C)C3)cc1 (stereo unspecified)	4.0%	1.0	0.5	-8.9	5.2%	-23.3	-21.5	-10.3	6.0
O=C(Nc1ccc(Cl)cc1C(=O)NCC1CCCO1)c1ccco1 (stereo unspecified)	-11.8%	0.1	-0.5	-7.1	2.2%	-26.0	-3.4	-9.8	-1.0
COc1ccc(CCNC(=O)[C@@H](NC(=O)c2ccccc2F)C(C)C)cc1OC	-5.0%	1.9	-0.4	1.7	1.4%	3.7	-2.3	-8.5	-3.0
COc1ccc(NC(=O)c2ccc(CN3C(=O)CCn4nc(C)cc43)cc2)c(OC)c1	-4.7%	-1.0	0.1	-0.6	1.2%	-28.2	3.8	-4.4	4.2
S=C(Nc1ccc(Nc2ccccc2)cc1)N1CCN(c2ncccn2)CC1	-10.0%	6.9	-1.1	-4.2	-0.6%	1.0	1.6	16.5	-5.1
Cc1ccc(-n2ncc3c(Nc4c(C)n(C)n(-c5ccccc5)c4=O)ncnc32)c(C)c1	-11.8%	1.6	0.0	1.6	0.6%	10.7	-3.9	-30.6	-1.3
COc1cccc(NC(=O)/C(C#N)=C\c2cn(Cc3ccc(C)cc3)c3ccccc23)c1	-2.9%	8.9	3.7	-0.5	2.2%	8.4	5.4	-2.5	-1.7
O=C(NCCc1c[nH]c2ccccc12)OCCCCOC(=O)NCCc1c[nH]c2ccccc12	x	1.7	-0.4	-7.9	0.9%	-5.8	-3.6	x	0.5
C/C(=N\NC(=O)CSCc1ccccc1Cl)c1cc(O)ccc1O	u	5.2	0.7	-9.4	-2.2%	-36.5*	-27.0	1.7	-0.9
O=C(NCc1ccccc1C(F)(F)F)C12CN(Cc3ccccc3)CC1C(c1ccc([N+](=O)[O-])cc1)=NO2 (stereo unspecified)	2.4%	2.5	0.2	-1.2	-1.4%	-11.2	11.0	x	1.6
Cc1nn(C)cc1/C=N/n1nnnc1N	-0.3%	1.4	0.7	-7.8	-1.3%	11.5	-1.4	-8.6	2.9
CCCN(CCC)C(=O)CSc1nnc2cc(C)c3ccccc3n12	-1.1%	-2.8	0.1	-1.2	4.2%	8.2	3.1	-9.6	-8.1
O=C(Nc1c(C(=O)N2CCN(c3ccccc3)CC2)oc2ccccc12)c1ccc(Br)o1	-3.6%	-1.1	-0.5	0.3	-1.5%	14.2	-0.1	-22.3	-5.3
CCCn1c(N)c(C(=O)CSc2nnc(C3CC3)n2-c2ccccc2)c(=O)[nH]c1=O	x	-0.4	0.3	2.5	0.4%	5.6	2.8	-4.8	5.3
O=c1ccc2cc(S(=O)(=O)N3CCN(c4ccccc4)CC3)ccc2[nH]1	-12.1%	0.7	0.6	-5.8	3.5%	-3.3	3.3	-6.6	-3.1
CC(NS(=O)(=O)c1ccccc1)C(=O)NCc1ccco1 (stereo unspecified)	-9.3%	0.5	0.1	-3.3	-1.3%	2.5	-5.7	12.4	-3.1
O=C(CSc1nnc(-c2cccc(S(=O)(=O)N3CCCC3)c2)n1-c1ccccc1)Nc1ccc(C(=O)O)cc1	-0.9%	0.2	0.3	-0.8	-1.0%	6.2	-12.0	8.3	-0.4
Cc1c(C)n(CCc2c[nH]c3ccccc23)ccc1=O	-5.2%	1.9	0.2	2.4	4.8%	-8.0	11.5	-14.5	4.2
Cc1ccc(C2(O)C(=O)c3ccccc3C2=O)c(O)c1C	-3.5%	0.5	0.9	2.8	-0.7%	4.3	-5.0	-14.4	3.0
COc1ccc(NC(=O)CSc2ccc(-c3sc(C)nc3C)nn2)cc1	-7.5%	1.9	0.0	-0.8	5.8%	-1.0	12.3	-5.1	4.1
COCC(C)NC(=O)CCS(=O)(=O)c1nc(-c2ccc(OC)cc2)cc(C(F)(F)F)n1 (stereo unspecified)	3.6%	2.8	-1.2	-2.9	5.0%	-8.4	39.2*	x	29.5
NC(=O)CSc1nnc(Cn2c(=O)sc3ccccc32)n1-c1cccc(Cl)c1	-11.6%	7.5	-0.3	4.5	0.1%	12.8	4.8	11.6	-7.5
COc1ccc(N2C(=O)C3[C@@H](C2=O)C2(Cl)C(Cl)=C(Cl)C3(Cl)C2(OC)OC)cc1 (stereo partly specified)	5.0%	1.8	0.8	-2.4	0.2%	5.6	0.4	3.5	-2.5
Cn1c(/C=C/c2ccccc2)nc2ccccc2c1=O	-12.4%	1.2	-0.6	2.1	-0.1%	18.6	16.6	-15.2	-0.8

Limited to TRHR ag, for four of the compounds above:
canonical_smiles | TRHR ag
Cc1ccc(-n2ncc3c(Nc4c(C)n(C)n(-c5ccccc5)c4=O)ncnc32)c(C)c1 | 0.0
COc1cccc(NC(=O)/C(C#N)=C\c2cn(Cc3ccc(C)cc3)c3ccccc23)c1 | 3.7
O=C(NCCc1c[nH]c2ccccc12)OCCCCOC(=O)NCCc1c[nH]c2ccccc12 | -0.4
O=C(Nc1c(C(=O)N2CCN(c3ccccc3)CC2)oc2ccccc12)c1ccc(Br)o1 | -0.5

New compounds follow.
SMILES	Apoferritin bind	D1 agonist	TRHR ag	D1 PAM	RXFP1 ag	D1 antag	D2 PAM	RXFP1 antagonist	TRHR enhancer
O=C(NCc1ccccc1)c1ccc2c(c1)C(=O)N(Cc1ccncc1)C2=O	-18.8%	2.3	0.0	-2.5	4.0%	1.3	25.7	x	4.7
CCCCCOC(=O)C1[C@H]2C(=O)N(c3ccccc3CC)C[C@]23C=C[C@H]1O3 (stereo partly specified)	-18.7%	2.2	-0.1	-7.1	-1.0%	-5.1	-2.8	-23.1	-6.6
Cc1sc(N)nc1-c1ccccc1	-16.3%	-0.7	-0.5	-1.2	1.0%	2.0	-3.6	-12.9	-4.6
Cc1ccc(S(=O)(=O)N2CCCC2C(=O)OCC(=O)Nc2ccc3c(c2)OCO3)cc1 (stereo unspecified)	-12.8%	1.8	-0.1	6.0	0.4%	-7.5	7.4	-6.5	-4.5
O=C(c1ccccc1)c1ccc(Cn2cc(-c3ccccc3)nn2)cc1	u	19.5	0.6	-8.4	-0.5%	-14.2	-5.6	x	-2.0
COc1ccccc1CNC(=O)CN1C(=O)NC2(CCCC2)C1=O	x	1.0	-0.1	-0.2	1.3%	-3.2	-4.6	-2.6	-9.9
CC(Nc1cc(N2CCCC2)ccc1[N+](=O)[O-])c1ccccc1 (stereo unspecified)	-11.3%	1.2	-0.6	-8.6	4.3%	20.0	-5.9	-11.6	-7.6

Only part of the results is shown; the hit share may differ from the screen's.
